Compound activity from PubChem.
Bim-Bcl-W = inhibitors of Bim-Bcl-W interaction, human; Q92843; bead-based flow cytometry, Bim peptide-Bcl-W binding; 190,000 compounds, 0.02% hits; inhibition, % at 10 µM;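 further: 0% = bound tracer without compound and 100% = peptide blocker; higher means less fluorescent Bim peptide bound to Bcl-W beads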
Bim-Bcl-XL = disrupts Bim peptide binding to human Bcl-XL; AID 1007; bead flow cytometry, fluorescence; Q07817; inhibition, % at 10 µM; 190,000 compounds, 0.04% hits
Bfl-1 Bim block = disrupts Bim binding to human Bfl-1 | 190,000 compounds, 0.12% hits | inhibition, % at 10 µM | AID 1008 | Q16548 | Bead-based flow cytometry, Bim-Bfl-1 binding inhibition;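 further: 0% = wells without compound plus tracer and 100% = blocker peptide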
RGS4-Gao reg = modulates binding of RGS4 to human Galphao | P09471 | binding response (% of control), % at 10 µM | AID 1415 | Multiplexed bead flow cytometry; actives lie on both sides | 220,000 compounds, 0.33% hits; in the data active means binding response below about 49% or above about 150%; inactive means in between;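 further: fluorescent Galphao activated with aluminum fluoride binding bead-coupled RGS4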
Bim-Bcl-B = inhibitors of Bim-Bcl-B interaction, human | bead-based flow cytometry, Bim peptide-Bcl-B binding | AID 951 | 190,000 compounds, 0.073% hits | Q9HD36 | inhibition, % at 10 µM;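 further: 0% = tracer peptide without compound and 100% = reference inhibitor peptide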
ABCG2 block = inhibitors of human ABCG2 transporter, ABCB1 counter-screen; Q9UNQ0; IgMXP3 cells, JC-1 efflux, flow cytometry; inhibition, % at 6.6 µM; 190,000 compounds, 0.1% hits; AID 1325;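 active means inhibition above 80%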;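 further: 0% = DMSO and 100% = nicardipine control wells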
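Measure – % inhibition of efflux relative to nicardipine and DMSO · Test system – ABCG2 IgMXP3 and barcoded ABCB1 CCRF-Adr cell mix · Control set – nicardipine as high control, DMSO as low control · Compound – one concentration, 6.6 µM final · Signal – flow cytometry of retained JC-1 fluorescence · Timing – 10 min exposure at 25 °C with rotation, no wash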
RGS8-Gao = modulates binding of RGS8 to human Galphao; 220,000 compounds, 0.34% hits; P09471; response (percent of control binding), % at 10 µM; AID 1423; multiplexed bead flow cytometry; actives lie on both sides; in the data active means response below about 60% or above about 140%; inactive means in between;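 further: Galphao activated as the GDP aluminium fluoride complex binding bead-coupled RGS8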
ABCB1 inh = blocks JC-1 efflux by human ABCB1 transporter | AID 1326 | CCRF-Adr cells, flow cytometry | inhibition, % at 6.6 µM | 190,000 compounds, 0.067% hits; in the data active means inhibition above about 40%;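 further: 0% = vehicle and 100% = reference inhibitor; higher value means more JC-1 retained so stronger ABCB1 efflux block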
Target sequence (P08183 whole entry, looked up): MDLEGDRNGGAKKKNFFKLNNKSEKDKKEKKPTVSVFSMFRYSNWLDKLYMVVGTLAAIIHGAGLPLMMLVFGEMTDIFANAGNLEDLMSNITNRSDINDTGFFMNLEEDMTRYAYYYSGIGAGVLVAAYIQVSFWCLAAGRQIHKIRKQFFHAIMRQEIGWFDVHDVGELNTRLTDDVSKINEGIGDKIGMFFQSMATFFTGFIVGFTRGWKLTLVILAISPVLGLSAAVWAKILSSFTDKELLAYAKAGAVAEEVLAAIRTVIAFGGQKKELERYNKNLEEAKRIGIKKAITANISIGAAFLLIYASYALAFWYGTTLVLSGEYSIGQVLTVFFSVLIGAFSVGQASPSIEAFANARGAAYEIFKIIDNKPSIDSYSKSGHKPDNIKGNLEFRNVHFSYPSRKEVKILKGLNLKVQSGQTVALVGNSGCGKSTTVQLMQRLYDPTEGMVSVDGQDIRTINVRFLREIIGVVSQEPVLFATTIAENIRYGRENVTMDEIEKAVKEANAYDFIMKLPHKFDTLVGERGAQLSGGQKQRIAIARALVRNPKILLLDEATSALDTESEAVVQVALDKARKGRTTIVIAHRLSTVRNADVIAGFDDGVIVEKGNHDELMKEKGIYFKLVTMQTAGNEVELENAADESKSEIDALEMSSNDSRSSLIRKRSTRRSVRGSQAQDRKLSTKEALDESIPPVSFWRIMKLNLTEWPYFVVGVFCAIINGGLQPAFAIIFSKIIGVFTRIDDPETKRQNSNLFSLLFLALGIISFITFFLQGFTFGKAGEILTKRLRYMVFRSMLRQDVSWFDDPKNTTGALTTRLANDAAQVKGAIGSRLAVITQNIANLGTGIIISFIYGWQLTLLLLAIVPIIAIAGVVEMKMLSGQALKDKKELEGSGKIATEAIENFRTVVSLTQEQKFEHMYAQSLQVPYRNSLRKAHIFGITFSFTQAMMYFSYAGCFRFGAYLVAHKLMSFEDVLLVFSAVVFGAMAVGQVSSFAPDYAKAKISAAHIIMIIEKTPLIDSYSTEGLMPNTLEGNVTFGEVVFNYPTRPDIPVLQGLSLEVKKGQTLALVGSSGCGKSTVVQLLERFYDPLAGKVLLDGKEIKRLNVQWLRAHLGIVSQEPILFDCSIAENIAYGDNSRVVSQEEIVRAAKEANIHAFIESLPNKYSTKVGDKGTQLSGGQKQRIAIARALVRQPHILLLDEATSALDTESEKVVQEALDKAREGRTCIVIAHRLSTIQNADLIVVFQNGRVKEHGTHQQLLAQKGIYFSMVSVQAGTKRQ
Bcl-2 Bim block = inhibitors of Bim-Bcl-2 interaction, human. 190,000 compounds, 0.06% hits. AID 950. P10415. inhibition, % at 10 µM. Bead-based flow cytometry, Bim peptide-Bcl-2 binding; in the data active means inhibition above about 40%; inconclusive means no clear call, values can overlap the other calls;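 further: 0% = no compound wells with probe peptide and 100% = reference peptide inhibitor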
RGS7-Gao = regulators of human RGS7-Galphao interaction | Multiplexed bead flow cytometry, RGS7-Galphao binding; actives lie on both sides | binding response (% of control), % at 10 µM | 220,000 compounds, 0.35% hits; in the data active means binding response below about 49% or above about 150%; inconclusive means no clear call, values can overlap the other calls; inactive means in between;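 further: fluorescent Galphao held in activated GDP-AlF4 state binding bead-coupled RGS7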
GSH fluor = compound fluoresces at 488/530 nm on GSH beads | GSH beads flow cytometry, compound fluorescence 488/530 nm; stronger effect = higher value | fluorescence (KMESF) at 10 µM | 190,000 compounds, 0.25% hits | AID 1776; in the data active means fluorescence above about 89;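 further: glutathione beads carrying GST-tagged Bcl family fusion proteins plus one bare bead set; values are compound well signal with DMSO vehicle wells as background; inactives centre near 16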
Active calls of the source: *; ? = inconclusive. Unless noted, no stated cut-off is given here; in the data, active means inhibition above about 40%.

SMILES	Bim-Bcl-W	Bim-Bcl-XL	Bfl-1 Bim block	RGS4-Gao reg	Bim-Bcl-B	ABCG2 block	RGS8-Gao	ABCB1 inh	Bcl-2 Bim block	RGS7-Gao	GSH fluor
CC(C)(C)CN1CCNC(=O)C1CC(=O)NCc1cccc(-n2cccn2)c1 (stereo not given)	-3	-2	-6	101	-3	0	100	0.6	-6	98	11
C/C=C(\CS(=O)(=O)c1ccccc1)S(=O)(=O)c1ccccc1	0	-1	0	103	0	8	98	2.7	-6	101	25
CCCN1C(=O)N(C)C(N(O)C(=O)NC)C1(C)C (stereo not given)	-2	-2	-2	96	0	4	99	0.1	0	98	24
Cc1cc(Cl)ccc1OC(C)C(=O)Nc1ccc(S(=O)(=O)Nc2cnc3ccccc3n2)cc1 (stereo not given)	-2	-4	-2	108	1	1	104	0.3	0	104	9
COc1ccc(N2CCN(/C(=N\S(=O)(=O)c3ccc(C)cc3)Nc3nc(C)cc(C)n3)CC2)cc1	4	-1	-7	100	-6	7	102	1.3	-10	100	12
Cc1ccc(CNC(=O)CN2C(C)CCCC2C)cc1 (stereo not given)	0	-3	-2	106	-2	4	102	0.0	-3	103	12
O=C(CNS(=O)(=O)c1ccc(Br)s1)NCC1COc2ccccc2O1 (stereo not given)	0	-1	-11	102	-5	3	97	0.3	0	103	4
CCOC(=O)C1CCCN(C(=O)CSc2ccc(Br)cc2)C1 (stereo not given)	-2	-1	-6	102	-7	12	100	1.6	-6	?	15
O=C(CCS(=O)(=O)c1ccc(Br)s1)NC1CCCCCC1	-5	-1	-19	101	-9	19	101	0.2	-13	99	27
C=CCn1c(Cc2ccc(OC)cc2)nnc1SCC(N)=O	-2	0	0	102	-2	5	100	1.0	0	102	17
CCCOC(=O)c1sc2nc3c(cc2c1N)C(=O)CCC3	3	-5	-9	103	-4	13	101	0.0	-6	98	45
CC1CC(C)(C)NC(=S)N1CCCC(=O)NCc1ccccc1 (stereo not given)	-4	-2	-3	101	-4	1	100	0.2	0	?	15
CCOc1ccc(CCNC(=O)Cn2c(-c3nonc3N)nc3ccccc32)cc1OCC	2	-3	-6	100	-4	2	103	0.8	-3	101	79
Cc1ccc(CN2CCN(Cc3cc(=O)c4ccccc4[nH]3)CC2CCO)o1 (stereo not given)	-2	-4	-6	100	-3	0	103	0.0	-2	104	18
COc1cc(/C=N/NC(=O)c2[nH]nc3c2CCc2ccccc2-3)ccc1O	-4	-8	-5	104	-14	3	102	3.7	-11	101	9

Quoted from the results shown (5 entries):
SMILES	Bim-Bcl-W	Bim-Bcl-XL	Bfl-1 Bim block	RGS4-Gao reg	Bim-Bcl-B	ABCG2 block	RGS8-Gao	ABCB1 inh	Bcl-2 Bim block	RGS7-Gao	GSH fluor
CCCOC(=O)c1sc2nc3c(cc2c1N)C(=O)CCC3	3	-5	-9	103	-4	13	101	0.0	-6	98	45
CC1CC(C)(C)NC(=S)N1CCCC(=O)NCc1ccccc1 (stereo not given)	-4	-2	-3	101	-4	1	100	0.2	0	?	15
CCOc1ccc(CCNC(=O)Cn2c(-c3nonc3N)nc3ccccc32)cc1OCC	2	-3	-6	100	-4	2	103	0.8	-3	101	79
Cc1ccc(CN2CCN(Cc3cc(=O)c4ccccc4[nH]3)CC2CCO)o1 (stereo not given)	-2	-4	-6	100	-3	0	103	0.0	-2	104	18
COc1cc(/C=N/NC(=O)c2[nH]nc3c2CCc2ccccc2-3)ccc1O	-4	-8	-5	104	-14	3	102	3.7	-11	101	9

Carrying on.
SMILES	Bim-Bcl-W	Bim-Bcl-XL	Bfl-1 Bim block	RGS4-Gao reg	Bim-Bcl-B	ABCG2 block	RGS8-Gao	ABCB1 inh	Bcl-2 Bim block	RGS7-Gao	GSH fluor
CC1CC(C)CN(S(=O)(=O)c2ccc(C(=O)NCc3ccco3)cc2)C1 (stereo not given)	0	-4	-4	99	-1	-1	99	-0.3	0	99	9
CCN(CC)CCOC(=O)c1ccc(NC(=O)C2(c3ccccc3)CCCC2)cc1	-2	0	-1	105	-1	3	101	1.7	0	104	6
CCCn1cc(NC(=O)c2cc3n(n2)C(C(F)(F)F)CC(c2ccccc2)N3)cn1 (stereo not given)	-5	-4	-5	100	-6	0	105	0.3	-5	99	15
O=C(CN1CCN(c2ccc(F)cc2)CC1)Nc1ccc(F)c(F)c1	-2	-8	-17	100	-9	16	99	0.0	-9	99	24
COc1cc(N=c2c([N+](=O)[O-])nn(-c3ccc4c(c3)OCCO4)n2O)cc(OC)c1	-1	-4	-8	113	-6	15	106	1.4	-2	98	9
Fc1cccc2sc(Nc3nc4cc5c(cc4s3)OCO5)nc12	11	0	26	98	-9	1	101	-0.3	13	100	2
NC(=O)C1CCN(C(=O)C2c3ccccc3C(=O)N3CCc4ccccc4C23)CC1 (stereo not given)	-1	-2	-11	96	-5	-4	100	0.3	-3	98	21
Cc1cccc(/N=C/c2c(O)cc(C)oc2=O)n1	1	-10	-9	103	-3	6	102	0.5	-8	103	27
CC(OC(=O)CCc1c[nH]c2ccccc12)C(=O)c1ccccc1 (stereo not given)	3	0	-2	103	-2	4	102	0.7	-1	99	24
COc1ccc(CCN2C(=O)N(c3ccc(OC)cc3)C(=O)C2CC(=O)Nc2ccccc2)cc1 (stereo not given)	0	-1	-1	100	0	8	103	2.2	1	97	12
O=C(c1ccccc1F)N1CCN(C2CCC(c3ccccc3)CC2)CC1 (stereo not given)	-1	-3	-7	100	-2	2	102	1.4	-3	96	15
COc1ccc(NC(=O)C2CC(c3cc(OC)c(OC)c(OC)c3)=NO2)cc1OC (stereo not given)	3	-4	-6	99	-6	0	97	0.1	-6	102	48
O=C(Cn1cnc2ccccc2c1=O)NCC(=O)N1CCN(c2ccccn2)CC1	1	-6	-19	100	-9	-3	101	0.1	-5	104	24
O=S(=O)(c1ccc(Cl)cc1)N(CCCN1CCOCC1)Cc1cccs1	-3	-2	-5	102	0	0	100	0.5	-3	99	14
Cc1cc(C)c2c(N)c(C(=O)NCC3CCCCC3)sc2n1	0	-4	-9	98	-12	6	100	1.6	-12	103	9
Cn1c(=O)c2c(SCc3ccccc3)nc(-c3ccco3)nc2n(C)c1=O	0	-3	-2	95	-6	3	98	0.8	-6	92	27
CCc1ccc(CC(=S)N2CCOCC2)cc1	1	0	-1	106	1	1	104	0.2	5	103	10
CCn1c(N)c(C(=O)NCc2ccc3c(c2)OCO3)sc1=S	-2	-9	-10	99	-19	8	101	0.5	-10	99	26
C=CCNc1ncnc2ccc(Br)cc12	-2	0	0	105	1	-1	107	-0.6	1	108	5
CCC1CCCN1Cn1cnc2c([nH]c3ccc(C)cc32)c1=O (stereo not given)	0	-4	0	99	-5	2	101	1.3	0	98	26
CCc1cc(C(=O)c2ccc(C)cc2)c(NC(=O)CCl)s1	-2	-6	-15	103	-10	2	101	0.0	-11	100	11
CC(Sc1n[nH]c(N)n1)C(=O)Nc1cccc(S(=O)(=O)N2CCOCC2)c1 (stereo not given)	0	-2	-5	99	-3	-1	100	0.2	-3	?	11
CC(C)COP(=O)(OCC(C)C)C(Nc1ccccc1)c1ccc2c(c1)OCO2 (stereo not given)	-1	2	-2	107	-6	2	133	1.3	-7	108	37
COc1ccc(CCN2CC(C(=O)O)CC2=O)cc1OC (stereo not given)	3	-3	0	98	4	0	96	0.1	-1	95	7
CCn1c(CC(=O)Nc2ccc(C)c(Cl)c2)nnc1SCCOc1ccc(OC)cc1	-4	-2	-3	98	-7	10	106	2.7	-4	98	14
O=C(O)c1c[nH]c2c(C(F)(F)F)cccc2c1=O	0	6	-11	101	-7	3	102	0.5	-9	94	73
Cc1noc(C)c1S(=O)(=O)N1CCCC(C(=O)NCCC2=CCCCC2)C1 (stereo not given)	-4	-5	-18	100	-8	12	100	1.9	-10	98	30
CC(=O)Nc1ccc(NS(=O)(=O)c2ccccc2)cc1	0	-5	-3	101	-6	11	99	1.0	0	97	22
Cc1ccc(-c2cc(C(=O)N/N=C/c3c(C)nn(-c4ccccc4)c3C)n[nH]2)s1	-1	-2	0	99	-2	-3	103	-0.5	2	102	3
COc1ccc(N2CCN(C(=O)C3CCN(S(=O)(=O)c4ccc(C)cc4)CC3)CC2)cc1	1	-1	-2	100	-5	1	101	0.2	2	?	18
COc1cccc(/C=N/NC(=O)c2cc(C34CC5CC(CC(C5)C3)C4)[nH]n2)c1	2	-2	-11	102	-10	-1	102	-0.4	-9	101	18
Cc1cccc(Cc2nnc(CCC(=O)N(C)C3CCOC3)o2)c1 (stereo not given)	-6	-6	-5	96	-6	1	98	0.2	-3	98	12
CC(C)C(NC(=O)c1ccccc1)C(=O)OCc1cc([N+](=O)[O-])cc2c1OCOC2 (stereo not given)	-1	-3	-10	101	-6	0	100	-0.1	-6	100	11
O=C(c1cnc2ccc(Cl)cc2c1Cl)N1CCOCC1	-1	0	-6	105	-8	1	105	0.3	-1	101	17
N#Cc1cccc(C(c2nnnn2C2CCCC2)N2CCC(Cc3ccccc3)CC2)c1 (stereo not given)	-3	-5	-1	101	-4	1	100	0.5	0	100	15
O=C(NCc1ccc2c(c1)OCO2)c1ccc2c(c1)N(Cc1c(F)cccc1Cl)C(=O)CS2	-2	-7	0	94	-7	8	86	5.2	-3	97	15
